CD40 NFkB inh: inhibitors of CD40-induced NF-kB signaling, primary screen, BL2 cells, luciferase reporter, single point; CD40L-induced, 4 h; inhibition, % at 10 µM; actives 0.94% (n = 83,000); AID 1053188, 2014;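 active = mean inhibition of at least 50% with a set share of replicates also reaching that level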;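 note: 0% = neutral control wells and 100% = IKK inhibitor VII at 50 µM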
* hit, by the source's call; [ ] = remark or other dose.

SMILES | CD40 NFkB inh
CC(C)CNC(=O)NC(=O)COc1c(F)c(F)cc(F)c1F | -16
O=C(CN(C(=O)c1ccccc1Cl)N1C(=O)CCCC1=O)c1ccc(Cl)cc1 | 1
C[C@@H]1CCCCO[C@@H](CN(C)Cc2ccc(C(F)(F)F)cc2)[C@H](C)CN([C@@H](C)CO)C(=O)c2cc(NC(=O)Nc3ccccc3)ccc2O1 | 16
CC(=NC1CC1)c1c(-c2ccccc2)[nH]n(-c2nc3ccccc3s2)c1=O | -23
O=C(O)CCNc1ccc(Cl)cc1 | 9
COc1cc(S(=O)(=O)NCC(c2ccco2)N2CCCCC2)ccc1NC(C)=O (stereo not drawn) | 2
O=C(NCCSCc1ccco1)c1ccc(CN2CCOCC2)cc1 | -23
COc1cccc(-c2ccc3c(c2)[C@@H]2[C@@H](CCN2C(=O)NC2CCCCC2)[C@@H](CO)N3C)c1 | -16
CC(=O)N1C[C@@H]2C(c3ccccc3)[C@@H](C1)N2CC(F)(F)F (stereo partly drawn) | 0
COCC(=O)N1[C@H](C#N)[C@@H](c2ccccc2-c2ccccc2)[C@@H]1CO | -14[25 µM]
O=C(Nc1ccccc1F)N1CCCCN2[C@H](CO)[C@@H](c3ccc(/C=C/c4ccccc4)cc3)[C@H]2C1 | 0[25 µM]
CC(=O)N1[C@H](CO)[C@@H](c2ccc(C3=CCCC3)cc2)[C@H]1CNC(=O)CN(C)C | 4
COc1cc(C(=O)C(=O)c2ccc(OC)c(OC)c2)ccc1O | -7
O=S(=O)(NCc1ccco1)N1CCOCC1 | 12
COC(=O)NNS(=O)(=O)c1ccc(C)cc1 | 6
Cc1ccc2c(O)c(Cc3ccccc3)c(=O)[nH]c2n1 | 9
CCOC(=O)c1c(C)[nH]c(C(=O)NNC(=O)c2ccccc2F)c1C | -48
Cc1cccc(NCC(=O)N/N=C\c2c[nH]c3ccccc23)c1 | 6
COCC(=O)N1[C@H](C#N)[C@H](c2ccc(-c3cccc(F)c3)cc2)[C@H]1CO | -4[25 µM]
CCC12CN3CC(CC)(CN(C1)C3c1c(O)ccc3ccccc13)C2=O (stereo not drawn) | 12

Next part, overlapping the part above by three compounds.
SMILES | CD40 NFkB inh
Cc1cccc(NCC(=O)N/N=C\c2c[nH]c3ccccc23)c1 | 6
COCC(=O)N1[C@H](C#N)[C@H](c2ccc(-c3cccc(F)c3)cc2)[C@H]1CO | -4[25 µM]
CCC12CN3CC(CC)(CN(C1)C3c1c(O)ccc3ccccc13)C2=O (stereo not drawn) | 12
CC1C(=O)N2CCCc3cc(NC(=O)C(=O)NCCc4c[nH]c5ccccc45)cc1c32 (stereo not drawn) | 4
O=C(CCN1CCN(c2ccccc2)CC1)NNC(=O)Cc1c(F)cccc1Cl | 5
Fc1cccc(CN2[C@@H]3CNC[C@H]2C3c2ccc(/C=C/c3ccccc3)cc2)c1 (stereo partly drawn) | -14[25 µM]
CCCNC(=O)Nc1ccc2c(c1)OC[C@H](C)N(Cc1cncnc1)C[C@@H](C)[C@@H](OC)CN(C)C2=O | -10[25 µM]
CCOc1c(C)cnc2c1c(=O)n(CC(=O)NCC1CCCO1)c(=O)n2C (stereo not drawn) | 3
CC1=NN(c2ccccc2)C(c2ccco2)C1 (stereo not drawn) | 6
COc1ccc(S(=O)(=O)N2CCCCC2)cc1NC(=O)Cn1cnc2c1c(=O)n(C)c(=O)n2C | 0
O=C(NCc1ccc(F)cc1)c1cc(C2CCCCN2C(=O)OCCF)on1 (stereo not drawn) | -1
Cc1ccc(NCC(=O)N2CCN(S(=O)(=O)c3ccccc3)CC2)cc1F | 3
COc1ccc(NC(=O)c2ccc(S(=O)(=O)N(C)c3ccccc3)cc2)cn1 | 16
O=C(C(=NNc1ccccc1)c1ccccc1)c1ccccc1 | 6
O=C1OC(COc2ccc(Br)cc2)CN1c1ccccc1 (stereo not drawn) | 16
O=[N+]([O-])c1ccc(Oc2ccc(Oc3ccc(C(F)(F)F)cn3)cc2)nc1 | 11
CCC(CC)C(=O)N(C)c1c(C)nc2c(OCc3ccccc3C)cccn12 | 3
Cc1[nH]c2ccccc2c1[C@H]1[C@@H](CC#N)C1(C)C | 7
CNC(=S)NN=C(C)c1ccc(OC)cc1O | 31
O=C1CCCCCN1C(=O)c1cccc(C(=O)N2CCCCCC2=O)c1 | -2
Cc1ccc(NS(=O)(=O)c2cc(C(=O)NCCSC3CCCCC3)ccc2C)cc1 | 19
COc1ccc(N)cc1-n1c(C)ccc1C | -16
CCCNC(=O)N1[C@H](C#N)[C@H](c2ccccc2)[C@@H]1CO | 13

Rewritten field by field: 3 of the compounds above.
O=S(=O)(NCc1ccco1)N1CCOCC1
  CD40 NFkB inh: 12

COC(=O)NNS(=O)(=O)c1ccc(C)cc1
  CD40 NFkB inh: 6

Cc1ccc2c(O)c(Cc3ccccc3)c(=O)[nH]c2n1
  CD40 NFkB inh: 9

Ordered by count of non-hydrogen atoms (ascending): part of the list above
SMILES | CD40 NFkB inh
CCOc1c(C)cnc2c1c(=O)n(CC(=O)NCC1CCCO1)c(=O)n2C (stereo not drawn) | 3
Fc1cccc(CN2[C@@H]3CNC[C@H]2C3c2ccc(/C=C/c3ccccc3)cc2)c1 (stereo partly drawn) | -14[25 µM]
Cc1ccc(NS(=O)(=O)c2cc(C(=O)NCCSC3CCCCC3)ccc2C)cc1 | 19

Next section
SMILES | CD40 NFkB inh
COc1ccc(CCCc2nnc(SCC(=O)Nc3nc(C)cs3)n2C)cc1 | 1
Cc1ccc(CN2CC(=O)N3[C@H](CO)[C@H](c4ccc(-c5ccccc5F)cc4)[C@@H]3C2)cc1 | -4[25 µM]
CSc1ccccc1NC(=O)CN(C)C(=O)Cn1c(=O)oc2ccccc21 | -6
Cc1cccc(S(=O)(=O)NC(=O)C2(C)CCN2C(=O)c2ccccc2CCc2ccccc2)c1 (stereo not drawn) | 9
CC(OC(=O)c1cnccn1)C(=O)c1ccccc1 (stereo not drawn) | 3
COc1ccc(CC(=O)Nc2cc(S(=O)(=O)N3CCOCC3)ccc2N2CCCC2)cc1 | 13
N#C[C@H]1[C@@H](c2ccccc2C2=CCCC2)[C@H](CO)N1C(=O)C1CC1 | 6[25 µM]
CCC(=O)N1[C@@H]2c3ccc(-c4ccccc4)c(=O)n3C[C@H]1[C@H](CO)[C@H]2C(=O)N1CCCCC1 | -2[25 µM]
CC(=O)c1sc(NC(=O)c2ccc(F)cc2)nc1-c1ccccc1 | -56
CC(=NNc1nc2ccccc2o1)c1ncccn1 | 80*
CCCCC(=O)Nc1ccc(N2CCN(C(=O)CC)CC2)cc1 | 6
CSc1ncc(C(C)=O)c(C)n1 | 6
CC(C)CC1NC(=O)N(CC(=O)NC2CCCCC2)C1=O (stereo not drawn) | -2
CC(C)[C@H](NC(=O)c1ccccc1)C(=O)OCC(=O)N1CCc2ccccc2C1 | 1
Cc1noc(C)c1NC(=O)Nc1ccc2c(c1)C(=O)N([C@H](C)CO)C[C@H](C)[C@H](CN(C)Cc1ccc3c(c1)OCO3)OCCCC[C@H](C)O2 | -1[25 µM]
O=S(=O)(/C=C/c1ccccc1)NCCc1ccccn1 | 12
CCOc1ncccc1C(=O)Nc1cccc(S(=O)(=O)NC2=NCCC2)c1 | 9
CC1=C(C(=O)Nc2cc(C(=O)N3CCN(c4ccc(Cl)cc4)CC3)ccc2C)SCCO1 | -4
CS(=O)(=O)N(CC(=O)N1CCOCC1)c1ccc2c(c1)OCO2 | 5
COc1ccc2oc(C(=O)OCC(=O)NC3CCS(=O)(=O)C3)c(C)c2c1 (stereo not drawn) | 2

Ordered by value in CD40 NFkB inh (highest first): 3 of the compounds above
| SMILES | CD40 NFkB inh |
| --- | --- |
| O=S(=O)(/C=C/c1ccccc1)NCCc1ccccn1 | 12 |
| CCCCC(=O)Nc1ccc(N2CCN(C(=O)CC)CC2)cc1 | 6 |
| CC(OC(=O)c1cnccn1)C(=O)c1ccccc1 (stereo not drawn) | 3 |

(more compounds)
SMILES | CD40 NFkB inh
CCS(=O)(=O)Nc1ccc2c(c1)C(=O)N(C)[C@@H]1CC[C@@H](CC(=O)N[C@H]3CCN(Cc4ccccc4)C3)O[C@@H]1CO2 | -7[25 µM]
O=C(CSc1ncnc2[nH]ncc12)Nc1nc(-c2ccc(F)c(F)c2)cs1 | -11
Cn1cnc2cc3c(Nc4cccc(Br)c4)ncnc3cc21 | -5[25 µM]
O=C(CC1C(=O)NCCN1Cc1ccc(-c2ccccc2)cc1)NCCCn1cccn1 (stereo not drawn) | -1
c1cc(Nc2ncnc3sccc23)cc(-c2nnc3n2CCCCC3)c1 | -16
COc1ccccc1N1CCN(CC(=O)N2N=CCC2c2ccccc2)CC1 (stereo not drawn) | 3
Cc1sc2ncn(CC(=O)NCCCC(=O)N(C)Cc3ccccc3)c(=O)c2c1C | 7
O=C(Cn1cnc(S(=O)(=O)N2CCCCC2)c1)NCc1ccco1 | -1
CSc1nc(Cl)cc(N(CCO)CCO)n1 | 10
COC(=O)c1ccc(C)c(N(CCO)CCO)c1 | 9
COc1ccc(O)c(CN2CCN(CCc3ccccc3)C(CCO)C2)c1 (stereo not drawn) | 12
CN1C(=O)c2cc(NC(=O)c3ccc(C(F)(F)F)cc3)ccc2OC[C@@H]2O[C@@H](CC(=O)NCc3ccc4c(c3)OCO4)CC[C@@H]21 | 16[25 µM]
O=C(NCCCc1ccc(F)cc1)C1CCC(=O)N(CCCN2CCCC2=O)C1 (stereo not drawn) | 5
Cc1ccc(C)c(OCCC(=O)OCC(=O)NCc2ccccc2)c1 | 2
Cc1ccc(C(C)C)cc1OCC(=O)Nc1ccc(N2CCCCC2)cc1 | 6
O=C(c1ccc(Br)o1)N1CCC(c2nc3ccccc3[nH]2)CC1 | -1
Cc1coc2c1c(C)cc1oc(=O)c(Cc3ccccc3)c(C)c12 | -5
Cc1ccc(-n2nc(C(=O)N3CCOCC3)cc2-c2ccc(Cl)cc2)cc1 | 18
O=C(CCCOc1ccccc1)N1CCN(c2ccccc2)CC1 | -59
CC(=O)NCC(=O)OCC(=O)c1ccccc1 | 9
O=C(CN1CCN(S(=O)(=O)c2ccc(Br)s2)CC1)NC1CCCCC1 | 17
N#CC1(NC(=O)COC(=O)CSc2ccc(F)cc2)CCCCC1 | 5
O=C(CN1CCN(C(=O)c2ccco2)CC1)Nc1cc(S(=O)(=O)N2CCCC2)ccc1Cl | -4
COC(=O)CNC(=O)c1ccc(C)s1 | 2
CC(C)CNC(=S)NNC(=O)CC(C)O (stereo not drawn) | 6
CCOC(=O)C1=C(C#N)C(C(=O)OCC)c2ncccc21 (stereo not drawn) | -5
CN1CCN(C(=O)CCC(=O)c2ccc(F)cc2)CC1 | -20
CNC[C@H]1Oc2c(NC(=O)Nc3cccc4ccccc34)cccc2C(=O)N([C@@H](C)CO)C[C@H]1C | -2[25 µM]
CCOCCCNC(=O)NC12CC3CC(CC(C3)C1)C2 | -4
Cc1nnc(NC(=O)c2ccc(F)c(S(=O)(=O)N3CCOCC3)c2)s1 | -5
c1ccc2nc(-c3ccc(N4CCOCC4)cc3)ccc2c1 | 9
C[C@@H]1CCCCO[C@@H](CN(C)S(=O)(=O)c2ccccc2)[C@@H](C)CN([C@@H](C)CO)C(=O)c2cc(NS(=O)(=O)c3ccc(Cl)cc3)ccc2O1 | -3
COCCNC(=O)C[C@H]1CC[C@H]2[C@@H](COC[C@@H](O)CN2Cc2ccc(Cl)c(Cl)c2)O1 | 5[25 µM]
CCCCn1c(N)c(N(CC(C)C)C(=O)c2ccc(S(=O)(=O)N3CCC(C)CC3)cc2)c(=O)[nH]c1=O | 2
O=C(c1cc(=O)[nH]c2ccccc12)N1CCc2ccccc2C1 | 4
COCC(=O)N(C[C@H]1N[C@H](CO)[C@H]1c1ccc(C2=CCCC2)cc1)C(C)C | -1
CCOC(=O)/C=C1\NC(C)(C)Cc2cc(OC)c(OC)cc21 | -2
COc1ccc(CCNC(=O)c2ccc(OCC(=O)N3CCOCC3)c(OC)c2)cc1 | 10
N#C[C@H]1[C@@H](c2ccc(C#CC3(O)CCCC3)cc2)[C@H](CO)N1C(=O)C1CCC1 | -6
COc1ccccc1S(=O)(=O)NCc1ccc(C(=O)N(C)Cc2ccc(F)cc2)cc1 | -10
C=CCNc1nc(C(=O)OCC(=O)NCc2ccccc2OC)cs1 | -5
COc1ccc(S(=O)(=O)N2CCOCC2)cc1NC(=O)CSc1nnc(N)s1 | 1
O=C(NCc1cc(F)cc(F)c1)[C@H]1[C@H](CO)[C@H]2Cn3c(cccc3=O)[C@@H]1N2C(=O)Cc1ccccn1 | -7[25 µM]
COc1ccc(CCNC(=O)c2cc(C3CC3)nc3c2cnn3C(C)C)cc1 | 4
c1cncc(CN2C[C@@H]3N[C@H](C2)C3c2ccc(-c3cccnc3)cc2)c1 (stereo partly drawn) | 7[25 µM]
Cc1c(C(=O)NCCCN2CCCC2=O)oc2ccc(S(=O)(=O)N3CCOCC3)cc12 | 26
CCc1nc(N)c(C#N)c(-c2cccn2C)c1C | 2
Cc1ccccc1COn1nnc2ccc(S(=O)(=O)N3CCOCC3)cc21 | -6
Cc1ccc2nsnc2c1S(=O)(=O)N1CCCC1 | 4
O=C(CCCCn1c(=O)[nH]c2ccccc2c1=O)NCCC1=CCCCC1 | 9
COc1cccc(S(=O)(=O)N[C@@H]2CC[C@H](CC(=O)NC3Cc4ccccc4C3)O[C@H]2CO)c1 | -16[25 µM]
O=C(NC[C@@H]1N[C@@H](CO)[C@H]1c1ccc(C2=CCCCC2)cc1)c1ccccc1 | -13
CCCCN1C(=O)c2ccc(C(=O)OCC(=O)NCCc3ccc(S(N)(=O)=O)cc3)cc2C1=O | 12
Cn1c(=O)c2c(nc(Sc3ncnn3CC(=O)NC3CCCCC3)n2C)n(C)c1=O | 15
CC1CCN(CCCNC(=O)c2cc3c(s2)-c2ccccc2OC3)CC1 | -10
CC(C)(CO)NCc1ccc(Br)cc1 | 0
O=C(C[C@H]1CC[C@@H]2[C@H](COC[C@H](O)CN2C(=O)Nc2cc(Cl)cc(Cl)c2)O1)N1CCOCC1 | -9[25 µM]
COc1ccccc1CN1[C@@H]2CNC[C@H]1C2c1ccc(/C=C/c2ccccc2)cc1 (stereo partly drawn) | -5[25 µM]
COCCNC(=O)C1CCN(C(=O)c2cc3sccc3n2Cc2ccc(F)cc2)CC1 | 3

A portion of the library; the hit share may differ from the screen's.
